Assay outcomes as filed in PubChem.
PP5 inh = inhibitors of human protein phosphatase 5 (PP5); P53041; purified PP5c, OMFP substrate fluorescence; inhibition, % at 6.7 µM; 320,000 tested, 0.18% active; AID 1987;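 active = inhibition above the campaign's mean inhibition across all tested compounds plus 3 SD, cut at about 9.5% in these data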;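 also: 0% = DMSO only and 100% = 100 µM cantharidin control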
HCV core dimer = blocks dimerization of HCV core protein; TR-FRET GST/Flag-core106 dimerization, 1536-well; inhibition, % at 5 µM; 300,000 tested, 0.33% active;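 active = inhibition above the mean of all tested compounds plus 3 SD, set per screening campaign, cut at about 45% in these data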
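assay system = GST-tagged and Flag-tagged HCV core protein residues 1-106 | controls = unlabelled core106 and no-GST-core106 wells | incubation = compound-protein-antibody incubation 4 h at 22.5 °C | probe or stimulus = Eu donor and XL665 acceptor anti-tag antibodies | read-out = % inhibition based on acceptor/donor emission ratio | signal = TR-FRET 671 and 617 nm emission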
Fh CTSL1 inh = counter-screen for PFM18AAP inhibitors: inhibitors of F. hepatica cathepsin L1; recombinant F. hepatica cathepsin L1, Z-Leu-Arg-MCA fluorescence; inhibition, % at 5.96 µM; 300,000 tested, 0.49% active; AID 1906;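 active = inhibition above the mean of all tested compounds plus 3 SD, set per screening campaign, cut at about 17% in these data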;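 also: 0% = plate median of test compound wells and 100% = 1 µM Z-Phe-Ala-diazomethylketone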
TPT1 inhibitor = blocks Candida albicans tRNA 2'-phosphotransferase. recombinant caTPT1, FP RNA substrate dephosphorylation. inhibition, % at 5 µM. 300,000 tested, 0.81% active;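 active = inhibition above the mean of all tested compounds plus 3 SD, set per screening campaign, cut at about 24% in these data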;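 also: plate controls were DMSO alone for no effect and ferristatin control at 100 nM for full effect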
ZTA counter = blocks Epstein-Barr virus ZTA, an EBNA-1 counter-screen | 320,000 tested, 0.15% active | P03206 | ZTA-DNA binding, fluorescence polarization | inhibition, % at 11 µM | AID 2234; in the data active = inhibition above about 33%
PREPL inh = inhibits the human prolyl oligopeptidase-like enzyme | Q4J6C6 | inhibition, % at 5.96 µM | recombinant PREPL, fluorescence polarization activity-based probe | AID 2751 | 320,000 tested, 0.68% active; in the data active = inhibition above about 43%;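 also: 0% = enzyme with DMSO and 100% = wells lacking enzyme; many of its hits are not listed in these tables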
Target sequence (Q4J6C6 whole entry, looked up): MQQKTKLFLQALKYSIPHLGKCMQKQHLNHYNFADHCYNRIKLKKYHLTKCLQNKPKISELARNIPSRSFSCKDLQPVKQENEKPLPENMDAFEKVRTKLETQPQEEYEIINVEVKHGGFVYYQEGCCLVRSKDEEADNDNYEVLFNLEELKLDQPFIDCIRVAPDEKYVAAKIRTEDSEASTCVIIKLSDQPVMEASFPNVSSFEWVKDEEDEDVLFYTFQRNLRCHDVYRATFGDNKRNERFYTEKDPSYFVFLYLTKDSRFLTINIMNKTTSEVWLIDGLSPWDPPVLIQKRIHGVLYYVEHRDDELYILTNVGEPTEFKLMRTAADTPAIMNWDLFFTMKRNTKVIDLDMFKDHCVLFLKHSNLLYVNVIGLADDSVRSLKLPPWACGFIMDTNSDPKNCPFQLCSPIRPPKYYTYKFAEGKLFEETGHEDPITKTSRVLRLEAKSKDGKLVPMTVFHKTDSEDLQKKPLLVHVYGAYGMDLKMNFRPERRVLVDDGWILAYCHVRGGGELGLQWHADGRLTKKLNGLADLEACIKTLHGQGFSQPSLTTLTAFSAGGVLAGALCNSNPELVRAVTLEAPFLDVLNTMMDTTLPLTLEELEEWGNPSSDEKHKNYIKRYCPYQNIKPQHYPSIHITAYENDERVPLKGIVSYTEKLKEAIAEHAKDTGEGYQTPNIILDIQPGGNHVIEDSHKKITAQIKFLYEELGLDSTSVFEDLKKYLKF
Efflux pump mplx = inhibitors of Candida antifungal efflux pumps expressed in yeast; S. cerevisiae Candida pump triplex, Nile Red efflux; 330,000 tested, 0.44% active; inhibition, % at 10 µM; AID 485275;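 active = plate passing quality check with inhibition over a set limit, or well fluorescence over plate mean plus 4 SD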;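 also: Nile Red retained in pooled yeast measured as flow cytometry median fluorescence; 0% = buffer negative control and 100% = Enniatin B positive control; higher means more Nile Red kept so more efflux inhibition; some compounds called inactive have numbers as strong as hits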
PP1 inh = counter-screen for PP5 inhibitors: inhibitors of human PP1-alpha; P62136; inhibition, % at 6.7 µM; purified PP1alpha, OMFP fluorescence; 320,000 tested, 0.9% active; AID 2235;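 active = inhibition above the mean inhibition of all tested compounds plus 3 SD, computed separately for each screening campaign, cut at about 15% in these data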
Target sequence (P62136 whole entry, looked up): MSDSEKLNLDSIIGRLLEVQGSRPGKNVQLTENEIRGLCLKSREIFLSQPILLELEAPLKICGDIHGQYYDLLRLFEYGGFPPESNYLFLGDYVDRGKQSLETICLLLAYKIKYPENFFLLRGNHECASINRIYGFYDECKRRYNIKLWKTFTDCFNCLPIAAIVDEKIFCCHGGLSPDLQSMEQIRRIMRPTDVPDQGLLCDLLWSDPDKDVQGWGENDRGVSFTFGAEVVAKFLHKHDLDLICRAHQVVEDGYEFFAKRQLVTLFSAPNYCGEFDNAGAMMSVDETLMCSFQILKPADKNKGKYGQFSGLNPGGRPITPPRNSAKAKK
EBNA-1 inh = blocks EBNA-1 binding to DNA; EBNA-1 DNA binding, fluorescence polarization; inhibition, % at 14.8 µM; 300,000 tested, 0.34% active; in the data active = inhibition above about 28%
* = called active by the depositor; nt = no result given. The list is partial, so the mix of outcomes need not match the whole.

SMILES | PP5 inh | HCV core dimer | Fh CTSL1 inh | TPT1 inhibitor | ZTA counter | PREPL inh | Efflux pump mplx | PP1 inh | EBNA-1 inh
Cc1ccc(S(=O)(=O)NCC(=O)N2CCOCCOCCOCCOCC2)cc1 | -0.4 | -2 | -1 | 1 | 0 | 7 | 0.1 | -1 | -7
CC1CC(C)CN(C(=O)CCC(=O)Nc2nnc(C(C)C)s2)C1 (centres undefined) | 0.6 | 7 | 0 | -2 | 1 | -1 | -0.9 | 0 | 12
Nc1c(Cl)cnc(C(Cl)(Cl)Cl)c1Cl | -1.9 | 2 | -3 | -2 | 15 | -7 | 0.0 | 2 | 5
CN(C)c1nnnn1-c1ccccc1Oc1ncc(C(F)(F)F)cc1Cl | 3.4 | 0 | -2 | 2 | -3 | -3 | 0.0 | -2 | 1
O=C(OC1CCOC1=O)c1cc(-c2ccc(Cl)cc2)nc2ccccc12 (centres undefined) | 3.4 | 6 | 3 | 4 | 17 | 4 | 0.0 | 0 | -7
COc1ccc(/C=C2\SC(=S)N(CC(=O)Nc3nnc(C)s3)C2=O)cc1 | -1.1 | 3 | 2 | -3 | -1 | -1 | -0.2 | -1 | 7
COc1ccc(S(=O)(=O)N2CCC(C(=O)NC3CC3)CC2)cc1Cl | 0.1 | -5 | 3 | 3 | 6 | -3 | 0.0 | -3 | 0
CCOc1ccccc1OCCCOc1ccc([N+](=O)[O-])cc1Cl | -5.6 | -10 | 4 | 1 | -7 | 16 | 0.1 | 0 | -16
S=C(NCCc1ccccc1)NCc1cccc(Cl)c1 | 3.5 | 8 | 1 | -3 | -3 | -35 | 0.1 | 5 | 5
O=C(NCc1ccccc1)C(C(=O)c1ccc(F)cc1)n1ccccc1=O (centres undefined) | 0.7 | -1 | -2 | -8 | 4 | 0 | -0.1 | -4 | 4
Cc1c(S(=O)(=O)NC(C)c2ccccc2)c(=O)n(C)c(=O)n1C (centres undefined) | 0.6 | -1 | 2 | -1 | 5 | 4 | 0.6 | -5 | 6
COC(=O)/C=C/c1ccc(-n2cncn2)cc1 | 3.0 | -2 | -2 | -1 | 7 | 0 | -0.1 | -3 | -7
CCCC1CC(C)(C(=O)CSc2n[nH]c(-c3ccccc3)n2)OC1=O (centres undefined) | 0.2 | 3 | -2 | -1 | 11 | -3 | -0.7 | 1 | 9
Nc1nc(SCCOc2ccccc2)n[nH]1 | -0.2 | 5 | -2 | -2 | 17 | -11 | 0.0 | -2 | 13
CN(C(=O)COC(=O)COc1ccc(Cl)cc1Cl)c1c(N)n(Cc2ccccc2)c(=O)[nH]c1=O | -2.2 | 0 | -4 | 1 | 3 | -1 | 0.1 | -4 | 1
CC(C)NCC(O)COC1C2CC3CC(C2)CC1C3 (centres undefined) | 3.6 | 4 | -3 | -4 | -5 | 9 | 0.3 | -2 | -10
Cc1ccc(CSCCNC(=O)CN(c2cc(C)ccc2C)S(C)(=O)=O)cc1 | 1.3 | 2 | -5 | -4 | -3 | -9 | 0.2 | -1 | 5
O=C(N/N=C/c1ccc(Br)o1)c1cc([N+](=O)[O-])cc([N+](=O)[O-])c1 | -0.7 | 6 | -3 | 1 | 6 | 12 | 0.0 | -4 | 3
COc1ccccc1NC(=O)c1ccc(S(=O)(=O)NCc2ccco2)cc1 | 3.1 | 1 | -2 | 0 | 15 | -3 | 0.0 | 0 | -3
O=C(Nc1cccc(O)c1)c1ccc(Br)cc1 | 2.8 | -2 | 3 | 2 | 4 | -1 | -0.4 | -5 | 7
O=C(N/N=C/c1cccc(F)c1)c1c(O)c2ccccc2[nH]c1=O | 3.3 | -2 | -6 | 0 | 5 | 5 | 0.5 | 4 | -6
Cc1ccc(C(=O)OCC(=O)Nc2ccccc2C(F)(F)F)cc1S(=O)(=O)N1CCOCC1 | 1.4 | 0 | -22 | -4 | -22 | 3 | 0.0 | -3 | 1
C=CCSc1nnc(-c2ccncc2)n1-c1ccc(OCC)cc1 | 1.7 | -14 | 5 | -3 | -8 | 15 | -0.1 | -5 | -2
COc1cccc(N2CCN(c3ccc4nnc(CCC(=O)N5CCN(C)CC5)n4n3)CC2)c1 | 1.0 | 5 | 0 | 0 | 0 | 18 | 0.1 | -4 | -3
O=C1C2C3c4ccccc4C(c4ccccc43)[C@@H]2C(=O)N1c1ccccn1 (some centres undefined) | -2.5 | -2 | -4 | -2 | 5 | 6 | 0.1 | -5 | 11
(cont.)
SMILES | PP5 inh | HCV core dimer | Fh CTSL1 inh | TPT1 inhibitor | ZTA counter | PREPL inh | Efflux pump mplx | PP1 inh | EBNA-1 inh
O=C(NCCN1C(=O)S/C(=C\c2ccc(Cl)cc2Cl)C1=O)C1=COCCO1 | 0.8 | 7 | 3 | 1 | 8 | 27 | 0.2 | -2 | -2
CC(C)CCC1CC(CSC(=N)N)OC1=O (centres undefined) | 0.4 | -4 | 1 | 1 | 3 | 15 | 0.2 | -4 | -2
CC1CCCN(Cc2nc3c(c(=O)n(C)c(=O)n3C)n2CC(N)=O)C1 (centres undefined) | 0.7 | -2 | -1 | -1 | 5 | 4 | 0.0 | 3 | 7
Cc1ccc(CC(=O)OC(C)C(=O)NC2CCCCC2C)cc1C (centres undefined) | 3.5 | nt | nt | nt | -8 | 9 | -0.2 | -2 | nt
Cc1nc2n(c(=O)c1CCN1CCC(c3noc4cc(F)ccc34)CC1)CCCC2 | 2.3 | -14 | -4 | 0 | 12 | 41 | 0.2 | -7 | -6
COc1ccc(C2CC(C(F)(F)F)n3nc(C(=O)NCc4c(C)nn(C)c4C)c(Cl)c3N2)cc1 (centres undefined) | -0.4 | 5 | -1 | 0 | -7 | 24 | 0.2 | -3 | 10
C/C(=C\C(=O)c1ccc(C)o1)Nc1ccc(C(=O)O)cc1C | -2.0 | -2 | 1 | -1 | -3 | -1 | -0.1 | -1 | 4
COc1ccc(/C=N/NC(=O)CN2CCCc3ccccc32)c(OC)c1 | 1.1 | 0 | 1 | -1 | -16 | 11 | 0.0 | 3 | -16
CCOC(=O)c1cnc2c(OC)cccc2c1N1CCN(c2ccccn2)CC1 | 2.8 | -8 | 2 | -1 | 7 | 14 | 0.6 | 0 | -7
CCOc1ccc(N2C(=O)CC(n3nc(C)cc3C)C2=O)cc1 (centres undefined) | -2.1 | 0 | 0 | -6 | -4 | 16 | 0.1 | 0 | 2
COC(=O)c1ccc(N2CCN(CC(=O)c3ccc(-c4ccccc4)cc3)CC2)c([N+](=O)[O-])c1 | 0.1 | 6 | 1 | 4 | -5 | 14 | 0.0 | 4 | -1
CCc1ccc(C(CC(=O)c2ccc(Cl)cc2)C(=O)O)cc1 (centres undefined) | -6.7 | 2 | 7 | 1 | -22 | -8 | -0.1 | -3 | -6
C=C1C(=O)C=C2CN(C(=O)c3ccccc3)[C@@](Cc3ccc(F)cc3)(C(=O)OC)[C@@H]12 | 1.9 | 13 | -4 | 8 | 5 | -7 | 0.1 | 3 | 9
O=C(N/N=C/c1ccco1)c1ccccn1 | 0.1 | -2 | -1 | 1 | 11 | -6 | -0.1 | -3 | 5
CCOC(=O)c1c(C)nc2sc3c(=O)n(-c4ccc(C(C)=O)cc4)cnc3c2c1-c1ccc(OC)cc1 | -0.6 | 9 | 1 | -50 | 13 | -2 | 0.1 | 4 | 4
Cc1onc(-c2ccccc2)c1C(=O)NNC(=S)NC(=O)c1ccc(F)cc1 | 1.8 | 0 | 6 | -2 | 2 | 4 | 0.0 | 0 | 2
OC(COc1ccc(OCC(O)CN2CCCCC2)cc1)CN1CCCCC1 (centres undefined) | -2.4 | -3 | 1 | 2 | -1 | 19 | 0.2 | 2 | -10
O=C(Nc1cccc(-c2ccc(F)cc2)c1)C1CCCN(C(=O)c2cscn2)C1 (centres undefined) | 1.2 | 9 | 2 | 0 | 4 | -3 | -0.1 | 0 | 6
CCOC(=O)c1sc(N(Cc2ccccc2)C(=O)CCl)nc1C | -1.4 | 5 | 22* | 8 | 1 | 2 | -0.1 | -3 | 0
CCOc1ccc(NC(=O)CN2C(=O)NC(CCSC)C2=O)cc1 (centres undefined) | 1.1 | 2 | -6 | -1 | 5 | 0 | 0.2 | -2 | 3
Cc1onc(-c2ccccc2)c1C(=O)N1CCN(c2ccc([N+](=O)[O-])cc2)CC1 | -0.7 | -5 | -1 | 2 | 0 | 18 | 0.8 | 0 | 0
Cc1cc(C)nc(N2CCN(C(=O)c3ccc(S(=O)(=O)N4CCCCCC4)cc3)CC2)n1 | -1.6 | 4 | -2 | -4 | 1 | -9 | -0.2 | 1 | 5
O=C(Cn1c(NCCCO)nc2ccccc21)c1ccc(Cl)cc1Cl | -0.7 | -8 | 4 | -5 | 0 | 34 | 0.0 | -1 | 0
CCNC(=S)N1CCN(S(=O)(=O)c2ccc(C)cc2)CC1 | -0.1 | -3 | -1 | 0 | 4 | 16 | 0.1 | 7 | 0
Cn1c(=O)c2[nH]c(-c3ccccc3Cl)c(O)c2n(C)c1=O | -0.3 | -8 | -2 | -30 | -6 | -13 | 0.3 | 2 | -3

Shown with two lines to a compound: entries from further up.
The line under a structure holds: PP5 inh	HCV core dimer	Fh CTSL1 inh	TPT1 inhibitor	ZTA counter	PREPL inh	Efflux pump mplx	PP1 inh	EBNA-1 inh
> CN(C(=O)COC(=O)COc1ccc(Cl)cc1Cl)c1c(N)n(Cc2ccccc2)c(=O)[nH]c1=O
 : -2.2	0	-4	1	3	-1	0.1	-4	1
> CC(C)NCC(O)COC1C2CC3CC(C2)CC1C3 (centres undefined)
 : 3.6	4	-3	-4	-5	9	0.3	-2	-10
> Cc1ccc(CSCCNC(=O)CN(c2cc(C)ccc2C)S(C)(=O)=O)cc1
 : 1.3	2	-5	-4	-3	-9	0.2	-1	5
> O=C(N/N=C/c1ccc(Br)o1)c1cc([N+](=O)[O-])cc([N+](=O)[O-])c1
 : -0.7	6	-3	1	6	12	0.0	-4	3
> COc1ccccc1NC(=O)c1ccc(S(=O)(=O)NCc2ccco2)cc1
 : 3.1	1	-2	0	15	-3	0.0	0	-3
> O=C(Nc1cccc(O)c1)c1ccc(Br)cc1
 : 2.8	-2	3	2	4	-1	-0.4	-5	7
> O=C(N/N=C/c1cccc(F)c1)c1c(O)c2ccccc2[nH]c1=O
 : 3.3	-2	-6	0	5	5	0.5	4	-6
> Cc1ccc(C(=O)OCC(=O)Nc2ccccc2C(F)(F)F)cc1S(=O)(=O)N1CCOCC1
 : 1.4	0	-22	-4	-22	3	0.0	-3	1

Additional records
SMILES | PP5 inh | HCV core dimer | Fh CTSL1 inh | TPT1 inhibitor | ZTA counter | PREPL inh | Efflux pump mplx | PP1 inh | EBNA-1 inh
Cc1nc2sccn2c(=O)c1S(=O)(=O)N1CCN(c2ccccc2)CC1 | -0.3 | -3 | 2 | -2 | 4 | 5 | 0.0 | -1 | -10
CC(C)CN(C(=O)CC1CCCC1)c1c(N)n(Cc2ccccc2)c(=O)[nH]c1=O | -0.4 | 0 | -2 | -3 | -6 | 7 | 0.0 | -6 | -4
CC1(C)C2CCC1(CS(=O)(=O)Nc1ccc(S(=O)(=O)NC3CCCCC3)cc1)C(=O)C2 (centres undefined) | 0.0 | 2 | 3 | -2 | -9 | -1 | -0.7 | 0 | 4
COc1cc(C=O)ccc1OCCCOc1ccccc1[N+](=O)[O-] | 4.1 | -2 | -3 | 1 | -7 | 8 | 0.4 | -1 | -9
CN(NC(=O)c1ccc(Cl)cc1)c1nc(-c2ccccc2)nnc1C(F)(F)F | 2.7 | 12 | -6 | -2 | -9 | 13 | 1.4 | 0 | -3
COc1ccc(NC(=O)Nc2c(SC)nsc2SC)cc1 | -4.5 | 0 | 3 | 1 | 0 | 10 | 0.1 | -3 | -16
